SW480 rerep – inducers of DNA re-replication in SW480 colon cancer cells; hit rate 1.8% among 340,000; Potency, µM (doses to about 46.1 µM), without a hit: at the top dose re-replication activation, hits mostly activators; SW480 DNA re-replication, Hoechst DNA content imaging, 48 h; also: potency is read from the fitted curve at half-maximal effect; % of control where 0% means no effect; nearly all actives have a fitted effect of over 55% in size
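Image-based read-out: total Hoechst fluorescence of nuclei (405 nm excitation, 500-530 nm emission), with hits raising the fraction of high-intensity nuclei. SW480 colon cells incubated 48 hr with compounds at 37 C.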
HT1080NT lethal – kills 2HG-producing HT-1080-NT fibrosarcoma cells. HT-1080-NT fibrosarcoma viability, CellTiter-Glo ATP luminescence, 48 h. Potency, µM (highest dose often 46.1 µM), without a hit: at the top dose activity, negative = less viability, hits mostly cytotoxic. hit rate 1.6% among 360,000. AID 686970;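 also: NT is the 2HG producing partner of a matched IDH1 knockdown line; potency is read from the fitted curve at half-maximal effect; 0% = DMSO-treated cells and -100% = media-only wells without cells; nearly all actives have a fitted effect of over 55% in size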
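Viability by CellTiter-Glo luminescence after 48 h compound exposure at 37C of HT-1080-NT cells (750/well, RPMI, 5% FBS). % activity scaled between DMSO wells and medium-only wells, then curve-fitted and categorized by curve class.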
ATXN2 expr inh – inhibitors of ATXN2 expression; HEK-293 ATXN2-luciferase reporter, luminescence, 24 h; Potency, µM (doses to about 57 µM), for inactives: at the highest dose activity change, negative = inhibition, most hits filed as inhibitors; hit rate 0.72% among 360,000; AID 1745845; also: potency is read from the fitted curve at half-maximal effect; % is scaled to controls: 0 for no effect and ±100 for the full control effect; nearly all actives have a fitted effect of over 55% in size
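ATXN2-luciferase reporter cells (luciferase flanked by upstream and downstream ATXN2 gene portions) were treated 24 h at 37 °C with compounds at up to 57 uM. SteadyGlo luminescence gave expression; GF-AFC fluorescence gave viability.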
KB-3-1 tox – KB-3-1 parental cell cytotoxicity; hit rate 1.4% among 400,000; AID 1347075; Potency, µM (doses to about 46.1 µM), inactives show at the highest dose activity change, negative = cytotoxic, usual class: cytotoxic; KB-3-1 viability, CellTiter-Glo ATP luminescence, 72 h; also: potency is read from the fitted curve at half-maximal effect; % is scaled to controls: 0 for no effect and ±100 for the full control effect; nearly all actives have a fitted effect of over 60% in size
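KB-3-1 parental drug-naive adenocarcinoma cells in DMEM/10% FBS, incubated 72 h at 37 C with pin-transferred compounds across a concentration series. Viability by CellTiter-Glo luminescence; concentration-response curves fitted after normalization.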
KB-V1 MDR tox – KB-V1 MDR subline cytotoxicity | KB-V1 MDR cells viability, CellTiter-Glo, 72 h | Potency, µM (series often up to 46.1 µM), without a hit: at the highest dose activity change, negative = cytotoxicity, actives largely listed as cytotoxic | hit rate 3.4% among 400,000 | AID 1347076; also: potency is read from the fitted curve at half-maximal effect; % is scaled to controls: 0 for no effect and ±100 for the full control effect; nearly all actives have a fitted effect of over 60% in size
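Compound-treated KB-V1 multidrug-resistant cells, 72 h, 37 degrees C; viability by CellTiter-Glo. Fitted qHTS curves give the values.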
MCF10A rerep – induces DNA re-replication in MCF 10a normal breast cells | Potency, µM (doses to about 46.1 µM), for inactives: at the top dose activity, positive = re-replication, most hits filed as activators | MCF 10A DNA re-replication, Hoechst nuclear intensity, 48 h | hit rate 2.9% among 350,000; also: potency is read from the fitted curve at half-maximal effect; % of control where 0% means no effect; nearly all actives have a fitted effect of over 50% in size
ATXN viability – cell viability loss in ATXN counter-screen. S2 cells (HEK-293 line with an ATXN2-luciferase reporter) viability, CellTiter-Fluor protease fluorescence, 24 h. Potency, µM (highest dose often 56.7 µM), hits mostly cytotoxic. AID 651635. hit rate 0.49% among 400,000; also: potency is read from the fitted curve at half-maximal effect; nearly all actives have a fitted effect of over 40% in size
IL1B secr inh – inflammasome signaling inhibition, IL-1 beta readout; THP-1 LPS/ATP IL-1B secretion, AlphaLISA, 16 h; active compounds read low; activity change, % at 57.5 µM; hit rate 4.7% among 360,000; AID 743279; in the data active = activity change below about -50%; inconclusive = mostly about -30% to -49%; also: % is scaled to controls: 0 for no effect and ±100 for the full control effect
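Secreted IL-1B measured by AlphaLISA bead assay after 16 h compound exposure of THP-1 cells; compounds (final up to 57.5 uM) added 1 h before LPS (250 ng/mL) and ATP (1.25 mM) stimulation; lower signal means less secretion.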
HT1080 IDH1KD tx – toxicity to HT-1080 IDH1 knockdown cells (counter line) | AID 686971 | Potency, µM (titrated, usually from 46.1 µM), for inactives: at the highest dose activity, negative = toxicity, usual class: cytotoxic | hit rate 2% among 360,000 | HT-1080 IDH1 knockdown viability, ATP luminescence, 48 h;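 also: potency is read from the fitted curve at half-maximal effect; 0% = DMSO wells and -100% = cell-free medium wells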
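IDH1KD HT-1080 cells, 750/well, RPMI + 5% FBS; compound pinned after 2 h settling; 48 h, 37 °C; CellTiter-Glo luminescence; % activity normalised to DMSO and no-cell wells; curves fitted, classed by r2 and efficacy.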
Active calls of the source: *; i = inactive; ? = inconclusive; · = no result given; [ ] = remark or other dose. Unless noted, calls follow the shape of the dose curve; as a rule, active = well fitted curve in the direction sought with a large enough effect; inconclusive = small, poorly fitted or top-dose-only effect, or another doubt; inactive = no such curve, though single readings can be large; an effect the other way counts as inactive or inconclusive.

SMILES	SW480 rerep	HT1080NT lethal	ATXN2 expr inh	KB-3-1 tox	KB-V1 MDR tox	MCF10A rerep	ATXN viability	IL1B secr inh	HT1080 IDH1KD tx
C=CCn1c(=O)c(C(=O)NCCc2ccccc2)c(O)c2ccccc21	-6.6%	-21.1%	-8.6%	4.6%	20.6µM*	7.3%	i	12.4	-1.3%
Cc1ccc(Nc2c(-c3ccccc3O)nc3cnccn23)cc1	-49.4%[inhibitor]	-10.3%	-23.3%	1.1%	-9.1%	?	i	?	-10.4%
Cc1c(CNC2CCCCCC2)c(C(=O)O)c(C)n1Cc1ccc(F)cc1Cl	·	·	0.9%	-2.1%	0.0%	·	i	·	·
Cc1cc2nc(-c3cccnc3SCC(=O)NC(C)C)[nH]c2cc1C	9.0%	-0.1%	7.4%	-12.1%	-5.3%	12.4%	i	17.6	-15.4%
O=[N+]([O-])c1cnn(-c2nc(-c3ccccc3)cc(C(F)(F)F)n2)c1	-1.8%	13.2%	1.9%	-3.2%	-10.3%	1.4%	i	11.3	10.2%
Cc1sc(NC(=O)c2ccco2)c(CN2CCN(c3ccccc3)CC2)c1C	?	-11.9%	-27.1%	?	?	25.7%	i	-18.0	-9.7%
COc1cc(/C=C2/SC(=S)N(CC(=O)NNC(=O)c3ccc(F)cc3)C2=O)cc(OC)c1OC	·	7.9%	·	-1.2%	?	·	i	-0.9	9.3%
CCCn1nnnc1NCc1ccc(OC)cc1OC	0.0%	-0.6%	11.1%	8.9%	8.2%	4.3%	i	10.2	2.3%
COc1ccc(N2CCN(C(=O)c3cccn4c(=O)c5ccccc5nc34)CC2)cc1	-0.3%	-1.6%	5.6%	18.2%	?	-0.9%	i	7.1	-8.6%
O=C(CNC(=O)c1ccco1)N/N=C/c1ccccc1[N+](=O)[O-]	-0.8%	7.5%	18.4%	0.0%	18.2%	2.0%	i	2.4	3.5%
CCN(C(=O)c1cc2c(=O)n(CC)c3ccccc3c2s1)c1cccc(C(F)(F)F)c1	·	·	8.4%	-4.9%	-18.6%	·	i	·	·
COc1cccc(C(c2nnnn2Cc2ccc(F)cc2)N2CCC(C(N)=O)CC2)c1OC (centres undefined)	0.9%	-1.4%	-2.8%	-6.9%	-23.3%	5.3%	i	-9.9	-0.4%
O=C(Nc1cccc2ccccc12)c1ccc(F)cc1	10.0%	2.3%	·	0.8%	-4.1%	0.5%	?	19.6	-1.5%
CN(C)S(=O)(=O)c1ccc(Cl)c(NC(=O)COC(=O)CC(NC(N)=O)c2ccc(Cl)cc2)c1 (centres undefined)	3.3%	2.2%	-10.9%	-2.9%	10.9%	-0.6%	i	13.5	-0.5%
O=C1CCCc2[nH]c3cccc(/C(=C/c4ccccc4)c4ccccc4)c3c21	-8.1%	-17.1%	-16.2%	0.2%	?	?	i	-1.0	-6.8%
CCOC(=O)c1ccc(CNC(=O)C2CCCCC2C(=O)OCC(F)(F)F)o1 (centres undefined)	6.3%[9.22 µM]	6.7%	-6.1%	5.5%	10.9%	-0.3%	i	5.0	20.0%
COc1ccccc1-c1cc(NC(C)=O)c2ncc(-c3ccc(S(C)(=O)=O)cc3)n2c1	·	0.4%	-4.4%	2.0%	?	·	i	-2.2	7.4%
CCOC(=O)c1c(C)[nH]c(C(=O)COC(=O)COc2ccc(OC)cc2)c1C	-4.2%	-6.3%	-11.6%	-7.7%	18.4µM*	-1.5%	i	26.2	1.8%
CCOc1ccc([C@@H]2CC=C(C(=O)O)[C@H](c3ccc(F)cc3)N2S(=O)(=O)c2ccc(C)cc2)cc1	-13.1%	-0.8%	6.7%	4.4%	0.0%	23.4%	i	58.0	-4.6%
CSCCC(NC(=O)/C(=C/c1ccco1)NC(=O)c1ccc(Br)o1)C(=O)O (centres undefined)	2.1%	18.4%	·	2.7%	-10.4%	-17.7%	i	19.3	0.0%
COC(=O)Nc1ccc(S(=O)(=O)N2CCN(CCN3C(=O)C4C5C=CC(C5)C4C3=O)CC2)cc1 (centres undefined)	-7.9%	-2.6%	6.5%	0.8%	?	1.3%	i	5.5	3.1%
CCN(CC)c1ccc(/C=N\NC(=O)c2cccc3cc[nH]c23)cc1	23.1µM*	?	-5.1%	23.1µM*	13µM*	14.6µM*	·	15.4	5.17µM*
O=C(COC(=O)c1ccc(Br)cc1)NC(=O)NCc1ccccc1	-17.2%	8.4%	-3.3%	-9.3%	17.8%	21.9%	i	12.8	4.7%
COC(=O)c1nn(-c2cccc(C(F)(F)F)c2)ccc1=O	-1.3%	1.4%	-22.6%	16.8%	8.9%	-1.2%	i	-2.3	-0.4%
O=C(c1cccs1)N1C[C@@H](O)[C@H](n2cc(C3CC3)nn2)C[C@@H]1c1ccccc1	·	-5.9%	-9.5%	-29.8%	-20.8%	·	i	-0.7	-3.8%

Profiles, looked up by structure.
`Cc1sc(NC(=O)c2ccco2)c(CN2CCN(c3ccccc3)CC2)c1C` in the list: SW480 rerep: ?; HT1080NT lethal: -11.9%; ATXN2 expr inh: -27.1%; KB-3-1 tox: ?; KB-V1 MDR tox: ?; MCF10A rerep: 25.7%; ATXN viability: i; IL1B secr inh: -18.0; HT1080 IDH1KD tx: -9.7%
`O=[N+]([O-])c1cnn(-c2nc(-c3ccccc3)cc(C(F)(F)F)n2)c1` in the list: SW480 rerep: -1.8%; HT1080NT lethal: 13.2%; ATXN2 expr inh: 1.9%; KB-3-1 tox: -3.2%; KB-V1 MDR tox: -10.3%; MCF10A rerep: 1.4%; ATXN viability: i; IL1B secr inh: 11.3; HT1080 IDH1KD tx: 10.2%

The list goes on:
SMILES	SW480 rerep	HT1080NT lethal	ATXN2 expr inh	KB-3-1 tox	KB-V1 MDR tox	MCF10A rerep	ATXN viability	IL1B secr inh	HT1080 IDH1KD tx
Cc1ccc(NC(=O)C2CCCN(S(=O)(=O)c3ccc4c(c3)CCCC(=O)N4)C2)cc1Cl (centres undefined)	·	·	?	-25.3%	?	·	?	·	·
COc1c(Cl)cc(C(=O)Nc2ccccc2-c2ccccc2)cc1Cl	7.2%	-0.2%	4.7%	20.6µM*	14.6µM*	?	i	?	8.3%
O=C(O)c1cn(-c2ccc(F)cc2)c(=O)c2ccccc12	-1.4%	7.7%	1.0%	6.8%	?	0.1%	i	20.7	20.0%
O=C(NNC(=S)NC(=O)C12CC3CC(CC(C3)C1)C2)c1ccncc1	?	12.6µM*	-18.1%	?	?	16.8%	i	45.9	7.94µM*
Oc1cc2ccccc2cc1-c1n[nH]c(=S)n1Cc1ccco1	-14.4%	2.2%	-33.0%	-4.5%	-3.8%	?	i	-4.0	0.8%
O=C(NCc1cccnc1)C(=O)NCC(c1cccnc1)N1CCN(c2ccccc2F)CC1 (centres undefined)	·	·	-21.9%	-11.3%	-2.7%	·	i	·	·
CN1C(=O)CC(N2CCN(c3ccc(Cl)c(Cl)c3)CC2)C1=O (centres undefined)	-1.3%	-3.0%	-17.1%	-3.7%	4.9%	4.3%	i	-1.8	-1.0%
Cc1ccc(NC(=O)CSc2nc3[nH]ncc3c(=O)[nH]2)cc1	-1.5%	4.2%	10.9%	-8.7%	13.3%	-1.5%	i	3.7	6.8%
CN(C(=O)c1cncc(Br)c1)c1c(N)n(Cc2ccccc2)c(=O)[nH]c1=O	-576.5%[inhibitor]	12.2%	-11.8%	9.4%	15.6%	-1.6%	i	-4.3	15.9%
COC(=O)[C@]12CCCCC=C1N(CCc1ccc(OC)c(OC)c1)C(=O)[C@H](CC(=O)NCc1cccs1)C2	·	4.2%	·	-2.8%	-27.7%	·	·	-29.2	-0.1%
CCc1ccc(C2CC(c3cccc(Cl)c3)n3nc(N)nc3N2)cc1 (centres undefined)	2.7%	-4.6%	-33.5%	-10.7%	16.5%	2.2%	i	·	1.6%
O=C(CNc1cccc2ccccc12)N/N=C/c1ccc[nH]1	-9.4%	-4.0%	-22.1%	?	?	2.6%	i	-24.9	?
Nc1ncc(Br)cc1S(=O)(=O)NCCC(=O)Nc1cccc(Cl)c1	3.3%	?	?	4.9%	?	?	i	-61.1*	-27.3%
Cc1ccc(N2CCN(S(=O)(=O)N(C)C)CC2)c(C)c1	0.0%	20.4%	-13.1%	-3.0%	0.0%	-0.4%	i	10.2	4.8%
COc1ccc(OC)c(S(=O)(=O)NC2CCCCC2)c1	-5.7%	-5.8%[9.24 µM]	19.5%	2.6%	2.3%	-3.9%	i	0.0	1.6%
O=C(CCCSc1nc2ccccc2s1)NCc1ccc2c(c1)OCO2	-1.9%	-19.0%	5.3%	4.9%	-4.2%	21.7%	?	32.9	-12.7%
Cc1c(C(=O)N2CCOCC2)oc2ccc(S(=O)(=O)N3CCCCCC3)cc12	0.3%	10.6%	-4.0%	-6.5%	-6.4%	2.7%	?	15.2	3.6%
COc1cc(/C=C2\SC(=O)N(CC(=O)Nc3ccccc3F)C2=O)cc(Cl)c1O	?	?	?	-3.3%	-7.3%	?	i	31.4	?
Cc1cccc(S(=O)(=O)N[C@@H]2CC[C@@H](CCNS(=O)(=O)c3ccccc3F)O[C@@H]2CO)c1	·	3.3%	·	10.6%	-2.1%	·	·	11.3	-26.5%
O=C(COC(=O)c1ccc(F)cc1)NCCCc1ccccc1	-8.8%	-0.1%	-2.6%	4.0%	0.0%	14.0%	i	0.0	-0.9%
CCOC(=O)C(NC(=O)CC(C)C)(Nc1sc(C)c(CC)c1C#N)C(F)(F)F (centres undefined)	-1.1%	5.5%	2.9%	-3.9%	?	2.4%	i	22.5	0.3%
C=CCOC(=O)C1=C(C)NC(=O)NC1c1ccc(N(C)C)cc1 (centres undefined)	-6.9%	-3.3%	1.0%	-12.8%	-6.8%	?	i	-10.2	-9.3%
COC(=O)c1ccc(C2C(Oc3ccc(OC)cc3)C(=O)N2CCc2ccc(F)cc2)cc1 (centres undefined)	-6.7%[9.22 µM]	-15.4%	-23.1%	5.7%	5.8%	3.4%	i	-13.2	-18.4%
COc1ccc(/C=C/C(=O)OCC(=O)NC2CCS(=O)(=O)C2)cc1 (centres undefined)	0.4%	-6.5%	·	2.9%	9.2%	-0.5%	i	-5.7	-4.5%
